Source: PubChem (several laboratories)
Vif imaging: HIV Vif self-association inhibitors, primary screen, imaging, HEK293T, single point. HEK293T cells, Vif self-association by quenched fluorescence, 24 h. inhibition, % at 7.49 µM. hit rate 0.35% among 340,000. AID 602346, 2012; in the data active = inhibition above about 50%, passing the limit was not always enough; note: some results filed as inactive read as strong as hits
H9c2 protect: cardioprotection against H2O2-induced cell death, primary screen, uHTS, H9c2 cells, ATPLite luminescence | H9c2 cardiomyocytes, H2O2 injury protection, 2 h | protection from H2O2 cell death, % at 20 µM | hit rate 0.63% among 360,000 | AID 588492, 2011;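 active = compounds giving at least 50% protection of heart cells from peroxide-induced death in the single-dose screen, raw or plate-pattern-corrected value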;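 note: 0% = DMSO wells with peroxide and 100% = DMSO wells without peroxide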
CaV13 FRET inh: Primary screen for inhibitors of IQ motif and Ca2+-dependent inactivation inhibitor domain binding in CACNA1D, Förster resonance energy transfer in living cells, … | HEK cells, CFP/YFP FRET ICDI-IQ, plate reader, 10 min; percent FRET-ratio fall versus neutral wells | inhibition, % at 12.3 µM | hit rate 0.098% among 340,000 | AID 743397;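 active = mean replicate inhibition of at least 30% and at least 1% of replicates passing that level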;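 note: 0% = median of the neutral control wells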
MC4R ag barr: MC4R agonists recruiting beta-arrestin, primary screen, cell-based, luminescence, agonist arm of biased-ligand search. Melanocortin receptor 4 (Homo sapiens), P32245. U2OS MC4R beta-arrestin complementation; percent of melanotan II response, DMSO zero. activation, % at 8.9 µM. hit rate 0.98% among 360,000. AID 540308, 2011;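 active = activation above a per-plate cutoff, the mean activation of sample wells on that plate plus 3 SD, cut at about 8% in these data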
Target sequence (P32245 whole entry, looked up): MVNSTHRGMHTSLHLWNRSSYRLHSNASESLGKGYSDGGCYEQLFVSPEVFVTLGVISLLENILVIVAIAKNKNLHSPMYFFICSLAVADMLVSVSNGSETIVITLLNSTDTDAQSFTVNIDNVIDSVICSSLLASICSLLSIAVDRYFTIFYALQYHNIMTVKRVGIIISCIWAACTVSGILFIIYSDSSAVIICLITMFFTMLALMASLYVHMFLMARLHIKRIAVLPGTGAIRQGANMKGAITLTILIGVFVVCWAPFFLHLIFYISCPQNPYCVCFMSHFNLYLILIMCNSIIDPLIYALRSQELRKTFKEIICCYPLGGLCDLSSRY
MC4R antag cAMP: MC4R antagonists of cAMP signaling, primary screen, cell-based, TR-FRET, antagonist arm of biased-ligand search; Melanocortin receptor 4 (Homo sapiens), P32245; MC4R-expressing cells, MTII-stimulated cAMP, LANCE TR-FRET; inhibition, % at 6.5 µM; hit rate 0.48% among 360,000; AID 540295, 2011;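 active = inhibition above its plate's cutoff, the mean of tested wells on that plate plus 3 SD, cut at about 29% in these data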;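 note: 0% = Melanotan II alone and 100% = Melanotan II plus saturating MCL0020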
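System: U2OS cells stably expressing human melanocortin 4 receptor (MC4R). Reagent: Melanotan II challenge after compound preincubation. Doses: 6.5 µM. Times: 30-min compound, 1-h challenge, 1-h detection, room temperature. Measured by: TR-FRET with Eu-cAMP and labeled anti-cAMP, 671 nm. Replicates: singlicate.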
aDG glyco act: activators of alpha-DG glycosylation, primary screen, uHTS, Pro5-aDG cells, AlphaScreen; AID 624168, 2012; alpha-DG glycosylation AlphaScreen (IIH6); 0% Pro5, 100% B10-LARGE cell signal; hit rate 0.22% among 360,000; activation, % at 10 µM;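 active = activation of at least 8% versus controls, or a plate z-score of at least 8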;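 note: Pro5 are CHO cells carrying HIG-tagged alpha-DG that lacks glycosylation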
ABCB6 inh MLPCN: ABCB6 transporter inhibitors, primary screen, K562-ABCB6 cells, flow cytometry, MLPCN library. ATP-binding cassette sub-family B member 6 (Homo sapiens), Q9NP58. K562-ABCB6 porphyrin accumulation, 1 h; stronger effect = lower value. fluorescence ratio to DMSO, % at 10 µM. hit rate 0.19% among 360,000. AID 602162, 2011;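 active = fluorescence ratio to DMSO below 75%, the collection mean minus 3 SD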;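 note: signal is porphyrin accumulated inside mitochondria; 100% equals median channel fluorescence of DMSO control wells; lower ratio means ABCB6 inhibition with less porphyrin fluorescence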
PDI inh: inhibitors of human PDI, primary screen, biochemical, turbidity, single point, plate reader. AID 588391, 2011. inhibition, % at 10 µM. hit rate 0.052% among 350,000. Protein disulfide-isomerase (Homo sapiens), P07237. PDI insulin aggregation turbidity, A650, 90 min;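 active = mean inhibition across replicates of 30% or more, whatever share of single replicates reach that level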;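 note: absorbance from insulin aggregation driven by PDI reduction with DTT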
Target sequence (P07237 whole entry, looked up): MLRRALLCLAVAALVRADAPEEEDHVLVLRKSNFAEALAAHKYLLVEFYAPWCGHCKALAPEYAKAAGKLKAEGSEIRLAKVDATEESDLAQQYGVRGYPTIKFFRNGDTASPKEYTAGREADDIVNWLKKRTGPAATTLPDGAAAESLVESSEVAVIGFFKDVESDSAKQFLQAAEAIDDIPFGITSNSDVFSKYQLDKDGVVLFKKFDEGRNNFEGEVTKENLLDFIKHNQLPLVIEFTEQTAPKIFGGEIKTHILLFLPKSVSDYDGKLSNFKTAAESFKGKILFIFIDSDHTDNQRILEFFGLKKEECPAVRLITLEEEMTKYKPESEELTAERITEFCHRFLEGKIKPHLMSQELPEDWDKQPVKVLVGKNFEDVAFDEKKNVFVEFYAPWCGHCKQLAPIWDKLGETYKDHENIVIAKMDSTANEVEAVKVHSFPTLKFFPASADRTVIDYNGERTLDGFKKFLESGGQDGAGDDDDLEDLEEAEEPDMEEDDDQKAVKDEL
Glyco luc inh: increase of ERlucT glycosylation luciferase signal, primary screen, N-linked glycosylation inhibitor project, D54 ERlucT cells, luminescence, set 2; D54 ERlucT glycosylation luciferase reporter, 24 h; percent of 100 nM tunicamycin response; AID 588692, 2011; reporter increase, % at 12.5 µM; hit rate 0.23% among 360,000;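 active = mean luciferase reporter signal, scaled so untreated is 0 and the glycosylation-blocking control 100, at or above a set limit in every replicate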;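 note: luciferase carries N-glycosylation sites so blocking glycosylation raises the light; 0% = median of neutral control wells and 100% = median of 100 nM tunicamycin wells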
m5-HT2A agonist: mouse Htr2a agonists via beta-arrestin recruitment, primary screen, cell-based, luminescence; hit rate 0.66% among 360,000; 5-hydroxytryptamine receptor 2A (Mus musculus), P35363; CHO-K1 mHTR2A beta-arrestin complementation; percent of 30 µM serotonin response; activation, % at 7.6 µM; AID 624169, 2012;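 active = activation above a run cutoff, the mean activation of all tested compounds plus 3 SD, cut at about 14% in these data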;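 note: 0% = plate median of compound wells and 100% = 30 µM serotonin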
* marks the source's active call; other numbers are inactive results.

Cc1ccc(NC(=O)c2cc(N3C(=O)C=CC3=O)ccc2Cl)cc1C was read as Vif imaging 1, H9c2 protect -16, CaV13 FRET inh -6, MC4R ag barr -1.6, MC4R antag cAMP 57*, aDG glyco act -0.5, ABCB6 inh MLPCN 103, PDI inh 6, Glyco luc inh -1 and m5-HT2A agonist 1.
Screening COC(=O)[C@@]1(Cc2ccccc2)[C@H]2C(=O)N(Cc3ccccc3)C(=O)[C@H]2[C@H]2CN=C(SCc3ccc(C)cc3)N21 returned Vif imaging -6, H9c2 protect -4, MC4R ag barr -0.4, MC4R antag cAMP 18, aDG glyco act -0.3, ABCB6 inh MLPCN 99, PDI inh 6, Glyco luc inh -1 and m5-HT2A agonist 2.
`CC1(C(=O)N2CCC(CC3CC(c4ccc(Cl)cc4)=NO3)(C(=O)NCC3CCCCC3)CC2)CC1` (stereo not drawn) gave Vif imaging -6, H9c2 protect 9, CaV13 FRET inh -10, MC4R ag barr 0.5, MC4R antag cAMP 3, aDG glyco act 1.2, ABCB6 inh MLPCN 98, PDI inh 5, Glyco luc inh 1 and m5-HT2A agonist -7.
Screening C(=N\Nc1ccccn1)/c1ccc2c(c1)OCCO2 returned Vif imaging 13, H9c2 protect -12, CaV13 FRET inh -5, MC4R ag barr -4.7, MC4R antag cAMP -3, aDG glyco act -0.4, ABCB6 inh MLPCN 100, PDI inh -6, Glyco luc inh -12 and m5-HT2A agonist -3.
`C[C@@H]1CN([C@@H](C)CO)C(=O)CCCn2nncc2CO[C@@H]1CN(C)C(=O)CCC(F)(F)F` gave Vif imaging -2, H9c2 protect 8, CaV13 FRET inh -5, MC4R ag barr 0.8, MC4R antag cAMP 0, aDG glyco act -0.2, ABCB6 inh MLPCN 98, PDI inh -11, Glyco luc inh 1 and m5-HT2A agonist -1.
For N#Cc1c(N)sc(=S)c2c1CCCCC2 the results were Vif imaging 0, H9c2 protect 10, CaV13 FRET inh -5, MC4R ag barr 0.7, MC4R antag cAMP -9, aDG glyco act 0.0, ABCB6 inh MLPCN 92, PDI inh -6, Glyco luc inh 0 and m5-HT2A agonist 1.
COc1ccc(CNC(=O)C2CCN(S(=O)(=O)c3ccc4nc5c(c(C(=O)O)c4c3)CCCC5)CC2)cc1 was read as Vif imaging 4, H9c2 protect -3, CaV13 FRET inh -10, MC4R ag barr -1.1, MC4R antag cAMP 10, aDG glyco act -0.2, ABCB6 inh MLPCN 96, PDI inh 1, Glyco luc inh 2 and m5-HT2A agonist -1.
For Cn1cccc1Cc1nnc(SCC(=O)Nc2ccc3c(c2)OCO3)n1CCc1ccccc1 the results were Vif imaging 6, H9c2 protect 6, CaV13 FRET inh -11, MC4R ag barr -1.9, MC4R antag cAMP 4, aDG glyco act -0.1, ABCB6 inh MLPCN 103, Glyco luc inh 7 and m5-HT2A agonist 1.
CC(OC(=O)CSc1ccccc1)C(=O)NC1CCCCC1C (stereo not drawn) was read as H9c2 protect 4, CaV13 FRET inh -6, MC4R ag barr -0.1, MC4R antag cAMP 7, aDG glyco act -0.1, ABCB6 inh MLPCN 93, PDI inh 0, Glyco luc inh 1 and m5-HT2A agonist 6.
Screening CCn1c(NCc2c[nH]c3ccccc23)nc2ccccc21 returned Vif imaging 6, H9c2 protect -16, CaV13 FRET inh -2, MC4R ag barr 4.4, MC4R antag cAMP 2, aDG glyco act 0.1, ABCB6 inh MLPCN 95, PDI inh 11, Glyco luc inh 4 and m5-HT2A agonist 3.

The last two compounds of the section before open the next one.
CC(OC(=O)CSc1ccccc1)C(=O)NC1CCCCC1C (stereo not drawn) was read as H9c2 protect 4, CaV13 FRET inh -6, MC4R ag barr -0.1, MC4R antag cAMP 7, aDG glyco act -0.1, ABCB6 inh MLPCN 93, PDI inh 0, Glyco luc inh 1 and m5-HT2A agonist 6.
Screening CCn1c(NCc2c[nH]c3ccccc23)nc2ccccc21 returned Vif imaging 6, H9c2 protect -16, CaV13 FRET inh -2, MC4R ag barr 4.4, MC4R antag cAMP 2, aDG glyco act 0.1, ABCB6 inh MLPCN 95, PDI inh 11, Glyco luc inh 4 and m5-HT2A agonist 3.
CN(Cc1ccco1)C(=O)CSc1nc(C2CC2)n(-c2ccccc2)n1 was read as Vif imaging 15, H9c2 protect -3, CaV13 FRET inh -2, MC4R ag barr -3.0, MC4R antag cAMP 4, aDG glyco act 0.3, ABCB6 inh MLPCN 98, PDI inh -4, Glyco luc inh 1 and m5-HT2A agonist 0.
For COc1ccc(OCc2cc(C(=O)N3CCCN(C(C)=O)CC3)no2)c(Cl)c1 the results were Vif imaging -2, H9c2 protect 2, CaV13 FRET inh -2, MC4R ag barr -3.6, MC4R antag cAMP 9, aDG glyco act -0.1, ABCB6 inh MLPCN 104, PDI inh -1, Glyco luc inh 3 and m5-HT2A agonist -1.
Screening CCCCCCCCn1c(=O)c(C(=O)OCC)c(O)c2ccccc21 returned H9c2 protect -13, CaV13 FRET inh 1, MC4R ag barr 2.2, MC4R antag cAMP 11, aDG glyco act 0.0, ABCB6 inh MLPCN 101, PDI inh 2, Glyco luc inh 3 and m5-HT2A agonist 7.
`Cc1cccc(NC(=O)CSc2nnc(NC(=O)c3ccco3)s2)c1` gave Vif imaging 12, H9c2 protect -7, CaV13 FRET inh 2, MC4R ag barr -0.3, MC4R antag cAMP 6, aDG glyco act -0.1, ABCB6 inh MLPCN 86, PDI inh 10, Glyco luc inh 1 and m5-HT2A agonist -2.
Screening COc1ccc(OC)c(NC(=O)Cn2c(CCC(=O)O)ccc2-c2ccccc2)c1 returned Vif imaging -4, H9c2 protect 8, CaV13 FRET inh -14, MC4R ag barr 0.9, MC4R antag cAMP -3, aDG glyco act -0.1, ABCB6 inh MLPCN 98, PDI inh 10, Glyco luc inh 1 and m5-HT2A agonist 7.
Screening CCCCCC(=O)Nc1cc(S(=O)(=O)O)cc2cc(S(=O)(=O)O)cc(O)c12 returned Vif imaging 1, H9c2 protect -2, CaV13 FRET inh -13, MC4R ag barr -0.7, MC4R antag cAMP 5, aDG glyco act 0.2, ABCB6 inh MLPCN 89, PDI inh 12, Glyco luc inh 0 and m5-HT2A agonist -2.
O=C1NC[C@H](CCCCN2C[C@H](Cc3ccc(O)cc3)N(CCc3ccc(O)cc3)C(=O)C2=O)N(CC2CCCCC2)C1=O was read as CaV13 FRET inh -4, aDG glyco act 0.1, ABCB6 inh MLPCN 98 and m5-HT2A agonist -2.
Cn1c(C(=O)NCCN2CCOCC2)cc2c(=O)n(C)c3ccccc3c21 was read as Vif imaging 7, H9c2 protect 28, CaV13 FRET inh -2, MC4R ag barr -2.1, MC4R antag cAMP 9, aDG glyco act -0.2, ABCB6 inh MLPCN 99, Glyco luc inh 8 and m5-HT2A agonist 1.
COc1cccc(CN(C)CC(=O)Nc2ccccc2C(=O)Nc2ccccc2)c1 was read as Vif imaging -2, H9c2 protect -5, CaV13 FRET inh -6, MC4R ag barr 3.9, MC4R antag cAMP 25, aDG glyco act 0.0, ABCB6 inh MLPCN 98, PDI inh 4, Glyco luc inh -5 and m5-HT2A agonist -1.
For Cc1cccc(C2=NN(c3ccccc3)[C@@H](C(=O)N3CCOC3=O)[C@@H]2C)c1 the results were H9c2 protect -3, CaV13 FRET inh -6, MC4R ag barr 1.6, MC4R antag cAMP 8, aDG glyco act -0.3, ABCB6 inh MLPCN 111, PDI inh -1, Glyco luc inh 1 and m5-HT2A agonist -5.
For Cc1nn(C(C)C(=O)Nc2ccc(Cl)cn2)c(C)c1[N+](=O)[O-] (stereo not drawn) the results were Vif imaging 13, H9c2 protect 1, CaV13 FRET inh -7, MC4R ag barr -2.1, MC4R antag cAMP 3, aDG glyco act -0.1, ABCB6 inh MLPCN 98, PDI inh -5, Glyco luc inh -2 and m5-HT2A agonist 1.
Screening CC(=O)c1ccc(NC(=O)C2CCCN(S(=O)(=O)c3cccc4nonc34)C2)cc1 (stereo not drawn) returned Vif imaging 1, H9c2 protect -4, MC4R ag barr -1.6, MC4R antag cAMP 11, aDG glyco act 0.3, ABCB6 inh MLPCN 93, PDI inh 8, Glyco luc inh 2 and m5-HT2A agonist -5.
`Cc1nn2c3ccccc3n(CC(=O)c3cccs3)c2nc1=O` gave Vif imaging 1, H9c2 protect 3, CaV13 FRET inh -4, MC4R ag barr 0.6, MC4R antag cAMP 6, aDG glyco act 0.2, ABCB6 inh MLPCN 96, PDI inh -8, Glyco luc inh 2 and m5-HT2A agonist 1.
`Cc1ccccc1-c1nc(Cc2ccccc2)no1` gave Vif imaging 12, H9c2 protect -8, CaV13 FRET inh -1, MC4R ag barr -0.6, MC4R antag cAMP 9, aDG glyco act -0.3, ABCB6 inh MLPCN 99, PDI inh 1, Glyco luc inh -1 and m5-HT2A agonist 3.
`S=C1c2ccccc2CN1c1ccccc1` gave Vif imaging -2, H9c2 protect 3, CaV13 FRET inh -4, MC4R ag barr -1.6, MC4R antag cAMP 2, aDG glyco act 0.0, ABCB6 inh MLPCN 97, PDI inh 5, Glyco luc inh 0 and m5-HT2A agonist 1.
For C=CCC1C=C(C)CC(CC=C)N1 (stereo not drawn) the results were Vif imaging 10, H9c2 protect -2, CaV13 FRET inh -5, MC4R ag barr -1.6, MC4R antag cAMP 18, aDG glyco act -0.1, ABCB6 inh MLPCN 97, PDI inh -1, Glyco luc inh 1 and m5-HT2A agonist -1.
Screening COc1cccc(C2CC(c3ccc(NS(C)(=O)=O)cc3)=NN2C(=O)c2ccccc2)c1OC (stereo not drawn) returned Vif imaging 2, H9c2 protect 0, CaV13 FRET inh -13, MC4R ag barr -2.1, MC4R antag cAMP 12, aDG glyco act 0.1, ABCB6 inh MLPCN 101, PDI inh -3, Glyco luc inh -2 and m5-HT2A agonist -5.
Screening CCOC(=O)Nc1ccc(S(=O)(=O)N(C)C(C)C)cc1 returned Vif imaging -15, H9c2 protect 3, CaV13 FRET inh -4, MC4R ag barr -1.3, MC4R antag cAMP -1, aDG glyco act -0.4, ABCB6 inh MLPCN 101, PDI inh -1, Glyco luc inh 0 and m5-HT2A agonist 2.
CCOC(=O)N1CCC(NC(=O)c2ccc(CNS(=O)(=O)c3ccc(F)cc3)cc2)CC1 was read as Vif imaging -6, H9c2 protect 3, CaV13 FRET inh -8, MC4R ag barr 1.6, MC4R antag cAMP 0, aDG glyco act -0.1, ABCB6 inh MLPCN 107, PDI inh -19, Glyco luc inh -4 and m5-HT2A agonist 1.
